HSF1 activator: HSF-1 activators, primary screen, NIH3T3-HGL cells, MG132 stress, luminescence, single point | NIH3T3-HGL HSF-1 luciferase reporter, 8 h; 100% = twice DMSO control signal | activation, % at 9 µM | actives 1.7% (n = 300,000) | AID 504408, 2011;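 active means mean replicate activation of at least 50% with a set share of replicates each reaching 50%; inconclusive means only one of those two conditions met; inactive means mean below 50% and too few replicates reaching it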;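 further: 0% = median of the neutral control wells and 100% = twice that signal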
GSK3A inh: blockers of GSK3A enzyme activity – biochemical, luminescence, cell-free homogeneous, HTS, primary screen; Glycogen synthase kinase-3 alpha (Homo sapiens), P49840; GSK-3 alpha kinase, ADP-Glo luminescence, 60 min; inhibition, % at 10 µM; actives 0.1% (n = 320,000); AID 2650, 2010;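 in the data active means inhibition above about 50%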;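 further: GST-tagged GSK-3 alpha with peptide substrate and 25 µM ATP; 0% = DMSO neutral wells and 100% = GW8510 positive control wells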
Target sequence (P49840 whole entry, looked up): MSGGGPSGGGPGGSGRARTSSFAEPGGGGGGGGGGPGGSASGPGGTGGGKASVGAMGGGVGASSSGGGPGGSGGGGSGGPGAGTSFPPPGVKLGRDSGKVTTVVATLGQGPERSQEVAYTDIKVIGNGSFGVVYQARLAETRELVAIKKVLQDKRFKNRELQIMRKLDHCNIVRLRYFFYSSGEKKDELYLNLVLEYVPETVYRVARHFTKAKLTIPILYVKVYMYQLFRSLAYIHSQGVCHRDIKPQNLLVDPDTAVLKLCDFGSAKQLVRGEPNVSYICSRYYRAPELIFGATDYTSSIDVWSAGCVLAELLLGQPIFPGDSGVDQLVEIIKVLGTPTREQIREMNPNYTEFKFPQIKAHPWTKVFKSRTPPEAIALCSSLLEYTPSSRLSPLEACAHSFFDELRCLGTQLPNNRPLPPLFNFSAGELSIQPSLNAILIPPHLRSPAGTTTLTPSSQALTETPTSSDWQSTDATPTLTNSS
GSK3beta inhib: human GSK3beta kinase inhibitors, primary screen, biochemical, cell-free homogeneous, HTS; Glycogen synthase kinase-3 beta (Homo sapiens), P49841; GST-GSK3beta kinase, ADP-Glo luminescence, 60 min; stronger effect = lower value; activity score (negative = inhibition), % at 10 µM; actives 0.038% (n = 300,000); AID 2097, 2009;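 active means more than half of replicate wells score below -50%, meaning over 50% inhibition versus plate controls; inconclusive means some replicates but at most half score below -50%; inactive means no replicate scores below -50%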;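 further: 0% = median DMSO wells and -100% = median GW8510 positive control wells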
Target sequence (P49841 whole entry, looked up): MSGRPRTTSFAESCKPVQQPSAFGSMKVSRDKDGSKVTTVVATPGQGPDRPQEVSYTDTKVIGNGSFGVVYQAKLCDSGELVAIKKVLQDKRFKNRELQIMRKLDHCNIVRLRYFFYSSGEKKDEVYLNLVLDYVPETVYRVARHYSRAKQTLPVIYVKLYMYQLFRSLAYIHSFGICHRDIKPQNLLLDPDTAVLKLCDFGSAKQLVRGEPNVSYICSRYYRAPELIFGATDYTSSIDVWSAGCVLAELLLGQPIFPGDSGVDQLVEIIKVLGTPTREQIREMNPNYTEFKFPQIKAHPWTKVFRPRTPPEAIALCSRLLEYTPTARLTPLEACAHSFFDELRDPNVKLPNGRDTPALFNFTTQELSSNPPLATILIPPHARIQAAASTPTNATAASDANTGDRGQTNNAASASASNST
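Test system – GST-tagged human GSK3beta kinase, cell-free · Incubation – 60 min enzyme reaction, room temperature · Signal – ADP-Glo luminescence · Also added – peptide substrate and ATP at 25 µM · Controls – DMSO neutral wells and GW8510 at 20 µM as positive · Buffer or medium – Tris/MgCl2 kinase buffer · Measure – Luminescence-derived activity versus plate DMSO and GW8510 wells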
KLF5 inh: KLF5 expression inhibitors, primary screen, DLD-1 cells, luminescence; inhibition, % at 5 µM; DLD-1 KLF5 promoter-luciferase reporter; actives 0.23% (n = 290,000);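 active means inhibition above a per-plate limit of that plate's mean compound inhibition plus 3 SD, cut at about 60% in these data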;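 further: 0% = DMSO wells and 100% = LY294002 at 200 µM; higher means less KLF5 promoter-driven luciferase light; inactives centre near -14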
aSyn 5UTR inh: MLPCN primary screen, SNCA 5' untranslated region. alpha-synuclein 5'UTR reporter, inhibitor activity. AID 1813, 2009. actives 0.82% (n = 300,000). inhibition, % (tested at 7.5 µM); in the data active means inhibition above about 60%; inconclusive means no clear call, values can overlap the other calls;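 further: H4 neuroglioblastoma cells stably carrying SNCA 5'UTR luciferase fusion; 0% = DMSO wells and 100% = positive control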
AI-2 QS mod: Vibrio harveyi AI-2 quorum sensing modulators, primary screen, JMH597 strain, luminescence/OD600 ratio; actives 0.4% (n = 300,000); AID 2094, 2009; Vibrio harveyi JMH597 AI-2 luminescence/OD600 ratio, 9 h; stronger effect = lower value; strain lacks LuxN and CqsS sensors; 0 = neutral-control median; activity change, % at 7.5 µM; in the data active means activity change below about -75%, passing the limit was not always enough; inconclusive means no clear call, values can overlap the other calls;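 further: luminescence divided by OD600 gain over 9 h not by final OD600 alone; inactives centre near 13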
HIF act: HIF pathway transcriptional activators, primary screen, cell-based, U2OS HRE-luciferase, luminescence | U2OS HRE-luciferase reporter; normalized: DMSO 0%, desferrioxamine 100% | activation, % at 7.5 µM (by protocol) | AID 1910, 2009 | actives 0.32% (n = 300,000);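 active means mean activation of at least 10% of the iron chelator positive control signal, with at least half of replicates also reaching 10%; inconclusive means mean and replicate majority disagree about reaching 10%; inactive means mean and most replicates under 10%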
IEC-6 cytotox: cytotoxicity in IEC-6 intestinal epithelial cells, primary screen, cytotoxicity control for KLF5 inhibitor project, cell-based, luminescence. IEC-6 cytotoxicity, luminescence viability. inhibition, % at 5 µM. actives 0.78% (n = 290,000); in the data active means inhibition above about 22%;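 further: 0% = plate median of test compound wells and 100% = cytotoxic reference compound wells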
HSF1 inhib: HSF1 inhibitors in luciferase reporter cells, primary screen, cell-based, NIH3T3, luminescence; actives 0.77% (n = 300,000); activity change, negative = inhibition, % at 7.5 µM (by protocol); NIH3T3-HGL HSE-luciferase, MG132-induced, luminescence 8 h; stronger effect = lower value;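 active means more than half of replicate wells show activity change below -50%, luminescence cut by over half; inconclusive means some wells, but at most half, below -50%; inactive means no replicate well below -50%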;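 further: luciferase reports HSF-1 transcriptional activity via heat shock element; 0% = median of DMSO wells and -100% = zero luminescence signal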
HSP90 refold inh: HSP90 inhibitors, primary screen, cell lysate, luminescence. AID 1789, 2009. Rabbit reticulocyte lysate, luciferase refolding luminescence, 3 h. inhibition, % at 5.6 µM. actives 0.91% (n = 290,000). Heat shock protein HSP 90 (rabbit reticulocyte lysate; luciferase refolding);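 active means inhibition above the screen-wide mean plus 3 SD, computed separately per campaign, cut at about 16% in these data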;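 further: 0% = DMSO wells and 100% = 60 µM geldanamycin wells; inhibitors lower the luminescence because luciferase stays unfolded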
Active calls of the source: *; ? = inconclusive; / = not tested or not shown.

SMILES	HSF1 activator	GSK3A inh	GSK3beta inhib	KLF5 inh	aSyn 5UTR inh	AI-2 QS mod	HIF act	IEC-6 cytotox	HSF1 inhib	HSP90 refold inh
CC(CCc1ccco1)NC(=O)CSc1cc(=O)n(C)c2ccccc12 (stereo not drawn)	-2.0	-0.3	1.6	-9.8	-4.1	18.2	-0.4	-4.7	2.2	-0.5
CC(C)(C)NC(=O)C1CC(=O)N(CCc2ccc(F)cc2)C1 (stereo not drawn)	0.4	-1.5	-2.7	-17.8	7.8	17.1	-1.4	-0.4	-4.7	-1.3
O=C(N/N=C/c1ccco1)c1csc2c1CCCC2	34.2	-2.2	-3.2	-17.6	-56.7	18.9	0.9	1.2	4.8	3.0
CC(C)C(C(=O)NC1CCCC1)N(CC1CCCO1)C(=O)CNS(=O)(=O)c1ccc(F)cc1 (stereo not drawn)	-3.9	-7.6	0.2	-16.4	0.9	3.0	0.0	-4.0	-8.8	-2.1
COc1ccc(CN(C(=O)c2nsc(Cl)c2Cl)C(C(=O)NC2CCCC2)c2ccc(OC)cc2)cc1 (stereo not drawn)	13.1	-0.9	-3.3	-21.6	8.2	38.8	-0.5	-6.9	-3.3	3.6
COc1ccc(/C(C)=N/Nc2nc3ccccc3nc2C)cc1OC	-25.0	7.9	-0.2	-16.6	-25.5	13.5	0.0	3.9	-7.4	4.0
COc1cccc(/C=N/n2c(=O)[nH]c3ccccc32)c1OC	27.7	-0.8	1.1	-20.1	-163.7	-2.2	1.0	0.1	4.7	-0.6
CC(=O)Nc1ccc(S(=O)(=O)NC2CC(=O)N(c3cccc(F)c3)C2)cc1 (stereo not drawn)	-5.7	-0.5	1.3	/	0.9	16.5	0.6	/	5.4	/
Cc1ccc2cc3cc(C(=O)NCc4ccc5c(c4)OCO5)oc3nc2c1	15.7	/	-1.8	-20.9	-41.0	18.1	-24.5	7.2	-4.6	-0.1
CCOC(=O)N1CCN(S(=O)(=O)N2CCCC(C(=O)NCCCN3CCC(C)CC3)C2)CC1 (stereo not drawn)	7.0	-9.0	-1.1	-20.2	10.0	17.7	-0.3	-4.0	-1.8	-3.6
Cc1nn(C)c(C)c1NC(=O)c1cc2nc(-c3ccco3)cc(C(F)(F)F)n2n1	-1.9	2.6	-0.6	-9.5	28.0	28.6	0.1	-12.6	1.8	-1.0
OCCC1CN(Cc2cnc(-c3ccccc3)s2)CCN1C1CCCC1 (stereo not drawn)	-1.3	-3.1	0.8	-15.6	-16.7	8.3	-0.5	3.2	-2.6	3.2
O=C(CC(C(=O)NCc1ccccc1)c1nc2ccccc2c(=O)[nH]1)NCc1ccccc1 (stereo not drawn)	1.6	0.6	-2.0	-18.0	10.1	7.3	0.0	1.8	-5.8	-0.1
Cc1cc(C)nc(NS(=O)(=O)c2ccc(N=Cc3c(C)[nH]n(-c4ccccc4)c3=O)cc2)n1	13.7	-1.7	-3.7	19.2	3.5	22.9	0.0	-3.8	-7.0	0.2
O=C(Nc1ccc2ccccc2n1)C1CCCCC1	42.9	15.0	0.4	-106.2	-144.5	21.7	1.8	-4.3	20.1	3.3
O=C(COc1ccccc1)NCc1ccc2c(c1)OCO2	6.6	-2.0	3.4	-12.2	-9.6	-9.0	1.0	8.5	-4.9	3.1
Cc1ccc(CC(=O)Nc2cccnc2)cc1	2.0	1.2	-8.1	-24.7	12.6	13.9	0.0	-3.8	-0.7	-0.1
COC(=O)c1ccc(C(=O)N2CCCC(Nc3ccc(C(C)C)cc3)C2)nc1 (stereo not drawn)	25.7	3.6	-0.6	-32.4	-18.2	5.9	-0.5	-3.8	1.5	1.8
C=CCn1c(SCc2cc(=O)n3ccsc3n2)nc2scc(C3CC3)c2c1=O	6.3	-3.2	-2.8	/	-0.3	19.4	0.4	/	0.2	/
Cc1ccc(/C=C2\SC(N)=NC2=O)s1	7.7	-1.6	2.8	7.5	-50.1	23.4	0.4	5.2	8.4	-0.7

Quoted from the listing.
Cc1cc(C)nc(NS(=O)(=O)c2ccc(N=Cc3c(C)[nH]n(-c4ccccc4)c3=O)cc2)n1 in aSyn 5UTR inh = 3.5
COc1cccc(/C=N/n2c(=O)[nH]c3ccccc32)c1OC in aSyn 5UTR inh = -163.7

Following part
SMILES	HSF1 activator	GSK3A inh	GSK3beta inhib	KLF5 inh	aSyn 5UTR inh	AI-2 QS mod	HIF act	IEC-6 cytotox	HSF1 inhib	HSP90 refold inh
NC(=O)COc1ccccc1C(=O)O	3.6	0.5	8.1	-2.1	-8.7	26.1	0.3	0.3	-9.7	-0.9
O=C(NCC(c1ccco1)N1CCc2ccccc21)c1c(F)cccc1F (stereo not drawn)	-10.5	3.4	-30.7	/	15.0	8.2	-0.6	/	-3.8	/
COC(=O)[C@H](CCSC)NC(=O)Nc1ccc(OC)cc1OC	-13.1	-5.4	-0.5	-29.9	-3.5	11.7	0.0	-3.8	-14.6	3.1
CC(C)C(NS(=O)(=O)c1cccs1)C(=O)NCc1ccc2c(c1)OCO2 (stereo not drawn)	-0.3	0.8	2.9	-4.5	23.7	16.4	-0.3	-0.4	0.8	0.8
COc1ccc(N(CC(=O)NCc2ccco2)S(=O)(=O)c2ccc(OC)c(OC)c2)cc1	0.7	-1.0	0.8	-8.0	3.0	19.5	-0.2	1.7	-1.0	-2.6
CCc1ccc2oc(C(=O)NCc3ccncc3)c(C)c2c1	9.3	-2.6	6.7	-64.2	-22.5	13.1	1.6	-0.6	3.4	-1.9
Cc1cc(C(=O)COC(=O)c2csc3c2CCCC3)c(C)n1C	38.9	-0.6	0.1	-22.0	-24.5	21.6	1.7	-6.8	5.2	-3.4
O=C(NCc1nnc(SCC(=O)N2CCCC2)o1)c1c(F)cccc1Cl	-1.8	-1.0	1.6	4.8	-6.5	15.2	-6.2	-1.9	-0.7	-1.4
NC(=O)NC(CC(=O)NCCc1ccc(S(N)(=O)=O)cc1)c1ccccc1Cl (stereo not drawn)	-6.1	/	0.3	-16.5	-4.4	11.0	0.2	2.8	3.3	-1.2
COc1cc2c(cc1OC)-c1nnc(-c3cccs3)n1C1(CCCC1)C2	-11.0	-0.8	-1.0	-45.5	14.3	8.8	0.2	0.0	-0.3	-1.6
O=C(COC(=O)c1cccc(S(=O)(=O)N2CCc3ccccc32)c1)NC1CCS(=O)(=O)C1 (stereo not drawn)	-2.1	-1.0	0.4	-16.8	18.5	16.7	0.0	-3.3	-3.3	7.2
CCN(CC)C(=O)CSc1nc2cc(S(=O)(=O)N3CCOCC3)ccc2n1CC	-7.1	1.2	-0.1	-25.7	8.9	27.1	0.4	-1.6	-0.9	-4.5
CC(=O)Nc1ccc(S(=O)(=O)N2CCC(C(=O)NCCc3c[nH]c4ccccc34)CC2)cc1	7.7	2.0	-3.1	-18.7	14.8	27.8	-0.8	-5.3	5.7	0.7
O=C(CSc1nnc(-c2ccccc2)n1Cc1ccccc1)N1CCOCC1	-10.6	-3.4	-1.1	-11.6	-8.8	11.6	-0.5	4.9	-4.2	-1.6
Cc1ccc(SCc2c(C(=O)N/N=C/c3ccoc3)nnn2-c2nonc2N)cc1	-13.0	-1.0	1.2	-5.5	-25.8	18.4	-0.7	-4.7	-9.4	2.1
Cc1cccc(NC(=O)c2cc(Cl)ccc2[N+](=O)[O-])c1	14.6	0.7	2.2	-22.8	33.1	0.5	-0.4	-1.6	-4.2	-2.8
CCO/C=C/C(O)(CNC(=O)COc1ccccc1F)C(F)(F)F (stereo not drawn)	9.9	-0.5	-0.1	-12.6	15.2	20.6	-0.2	2.2	-5.8	-0.2
Cc1cc(Cl)c(S(=O)(=O)Nc2ccc3c(c2)OCCO3)cc1OCC(N)=O	-43.7	-0.4	1.4	6.4	-54.1	-0.5	-38.2	6.7	?	10.2
CC1CCCC(NC(=O)CN(C)S(=O)(=O)c2cccc3cccnc23)C1C (stereo not drawn)	-1.1	-2.7	-0.1	-24.5	-9.6	-4.0	/	1.0	-0.5	3.3
CCOC(=O)c1c(C)c(C(=O)OCC)n(C)c1C	6.6	-0.1	2.9	-21.6	41.2	9.7	0.2	-6.0	-7.8	2.2
COc1cc(Cl)ccc1OCc1cc(C(=O)N(C)CC2CCCCO2)no1 (stereo not drawn)	39.3	-2.4	8.2	-109.5	-138.9	6.8	3.0	0.4	24.2	-4.8
Cc1cccc(CS(=O)(=O)Cc2ccc(C(=O)O)o2)c1	-35.0	-1.0	1.3	-31.4	1.3	17.5	0.3	0.2	-25.4	-1.9
COc1ccc(N(C)S(=O)(=O)c2cccc(C(=O)NCc3ccc4c(c3)OCO4)c2)cc1	19.0	0.0	-5.9	-2.4	4.0	37.2	-0.3	-13.7	-0.3	-2.8
O=C(CN1C(=O)S/C(=C/c2cccs2)C1=O)N1CCOCC1	-3.2	8.7	0.7	-39.9	-33.9	8.3	0.1	-5.6	-2.8	0.1
O=C(NCc1cccnc1)C1CCN(S(=O)(=O)N2CCC3(CC2)OCCO3)CC1	11.0	-1.1	-1.8	-6.9	-12.1	14.4	0.0	1.6	5.6	0.7
Cc1nnc(NC(=O)CCSc2ccc(Cl)cc2)s1	7.0	/	0.7	-13.0	-7.4	-2.5	-0.1	-4.6	1.0	-2.7
Nc1cccc(S(=O)(=O)c2ccc(N)c(N)c2)c1	-5.3	-0.7	1.5	-15.4	-18.7	9.6	0.3	-6.0	-8.2	0.3
O=C(Nc1cccc(S(=O)(=O)N2CCCCC2)c1)c1cnccn1	-4.5	0.1	1.0	-25.5	-15.6	24.5	-0.2	-2.6	-1.6	0.1
CCCCSc1nnc(CCC)n1N	-8.5	0.3	-2.8	-10.8	-8.8	7.4	-0.1	0.0	-1.6	-4.0
CCOC(=O)CN1N=C(/C=C/c2ccc(C)cc2)CCC1=O	12.0	-4.5	-1.4	-16.2	33.3	18.6	0.1	-8.8	7.7	-4.4
CCCCCCCSc1nc(N)cc(=O)[nH]1	-2.3	-1.9	0.7	-0.2	5.1	6.2	-0.2	2.0	-9.2	6.8
CCNc1nc(=S)nc(NCc2ccccc2)[nH]1	8.4	2.0	-3.2	2.2	-2.8	17.1	-0.7	-2.6	-0.5	0.9
C=CC(=O)N1c2ccccc2Sc2ccc(NC(=O)OCC)cc21	39.1	0.3	-2.9	-9.8	22.8	26.3	0.9	-1.4	38.4	0.8
